SENP7 block: SENP7 protease inhibitors, primary screen, biochemical, luminescence, uHTS; Sentrin-specific protease 7 (Homo sapiens), Q9BQF6; recombinant SENP7, Z-RLRGG-aminoluciferin luminescence, 40 min; inhibition, % at 5 µM; 330,000 tested, 1.5% active; AID 434973, 2010;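 active = inhibition above about 50% at the single test dose, limit read from the data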;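 also: plate controls were DMSO with enzyme for no effect and no enzyme buffer wells for full effect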
Target sequence (Q9BQF6 706-1050 limits assumed): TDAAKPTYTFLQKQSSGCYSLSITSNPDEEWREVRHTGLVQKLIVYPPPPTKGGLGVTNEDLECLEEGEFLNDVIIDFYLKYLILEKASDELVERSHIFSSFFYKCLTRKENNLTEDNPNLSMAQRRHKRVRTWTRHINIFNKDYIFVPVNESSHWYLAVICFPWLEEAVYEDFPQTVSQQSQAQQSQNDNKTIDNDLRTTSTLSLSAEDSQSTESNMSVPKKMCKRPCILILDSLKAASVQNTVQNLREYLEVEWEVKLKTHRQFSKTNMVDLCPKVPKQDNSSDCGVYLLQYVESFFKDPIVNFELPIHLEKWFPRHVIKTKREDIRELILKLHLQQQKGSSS
PfG6PD inh: PfG6PD enzyme inhibitors, primary screen, biochemical, fluorescence intensity, uHTS; PfGluPho enzyme, NADPH resazurin-diaphorase fluorescence; inhibition, % at 20 µM; 350,000 tested, 0.78% active;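 active = inhibition reaching at least a set limit at 20 µM in the primary screen, cut at about 59% in these data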;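 also: 0% = DMSO wells with substrate and 100% = DMSO wells lacking glucose-6-phosphate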
SENP8 block-1: human SENP8 protease inhibitors, primary screen, biochemical, fluorescence, Nedd8 protein substrate, uHTS; Sentrin-specific protease 8 (Homo sapiens), Q96LD8; recombinant SENP8; inhibition, % at 20 µM; 360,000 tested, 0.64% active; AID 602440, 2012; in the data active = inhibition mostly above about 40%, no sharp cut-off; inactive = mostly below about 27%
Target sequence (Q96LD8 whole entry, looked up): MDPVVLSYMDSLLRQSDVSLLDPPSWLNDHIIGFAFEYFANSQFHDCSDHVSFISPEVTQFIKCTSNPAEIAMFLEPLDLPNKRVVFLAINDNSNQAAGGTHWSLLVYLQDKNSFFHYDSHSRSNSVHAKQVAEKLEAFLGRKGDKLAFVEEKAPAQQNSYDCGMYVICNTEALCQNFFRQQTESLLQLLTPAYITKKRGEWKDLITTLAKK
NALP3 yeast inh: NALP3 inflammasome inhibitors in reconstituted yeast, primary screen, luminescence, uHTS; Yeast reconstituted NLRP3/ASC/caspase-1, beta-gal luminescence, 24 h; inhibition, % at 10 µM; 330,000 tested, 0.39% active; AID 2825, 2010;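 active = inhibition of 50% or more; inactive = inhibition below 50%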;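 also: plate controls were induced DMSO wells for no effect and uninduced yeast grown without galactose for full effect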
SENP1 FRET inh: human SENP1 catalytic domain inhibitors, primary screen, biochemical, FRET, uHTS. Sentrin-specific protease 1 (Homo sapiens), Q9P0U3. recombinant SENP1 catalytic domain, CyPet-SUMO1-YPet FRET cleavage. inhibition, % at 10 µM. 360,000 tested, 0.21% active. AID 624204, 2012;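 active = inhibition at least 30% at 10 µM, raw YFP signal under a set limit, fluorescence ratio 0.5 to 1.5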;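 also: 0% = enzyme with DMSO and 100% = no enzyme wells; some results filed as inactive read as strong as hits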
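System: Recombinant human SENP1 catalytic domain, His6-tagged | Incubation: Enzyme reaction for 50 min at room temperature, dark | Medium: Tris pH 8 with BME, BSA, NP40 and catalase | Also added: 25 nM SUMO1 FRET substrate | Compound: 10 µM single point, 0.5% DMSO | Measured by: FRET fluorescence in CFP and YFP emission channels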
HKDC1 inhibitor: HKDC1 hexokinase inhibitors, primary screen, biochemical, fluorescence, uHTS; Q2TB90; inhibition, % at 20 µM; AID 493160, 2011; 340,000 tested, 0.16% active; recombinant HKDC1, G6PDH/diaphorase resazurin coupled fluorescence;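 active = inhibition above about 35% when tested at 20 µM, limit read from the data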;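 also: plate controls were DMSO wells with enzyme for no effect and DMSO wells lacking enzyme for full effect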
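Assay system: recombinant HKDC1 hexokinase; detection: coupled resazurin fluorescence, excitation 525 nm, emission 613 nm; benchmarks: DMSO-plus-enzyme-mix negative control, buffer-substituted positive control; compound dosing: single 20 µM dose; schedule: 90 min at room temperature in dark; also added: glucose plus 1 mM ATP as hexokinase substrates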
Apaf-1 inh: inhibitors of human Apaf-1 apoptosome, primary screen, biochemical, DEVD-Rh110 fluorescence, uHTS; Apoptotic protease-activating factor 1 (Homo sapiens), O14727; reconstituted apoptosome caspase-3 activity; inhibition, % at 20 µM; 330,000 tested, 0.71% active; AID 489030, 2010; active = inhibition of at least 40% at 20 µM;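 also: plate controls were DMSO wells for no effect and DEVD-CHO caspase inhibitor wells for full effect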
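System – cell-free apoptosome with Apaf-1, procaspase-3 and caspase-9 · Buffer or medium – pH 7.5 Hepes buffer with CHAPS, BSA, DTT · Also added – cytochrome c with DEVD-Rh110 · Times – 30 min compound preincubation, 50 min activation, room temperature · Technique – Rh110 fluorescence intensity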
SENP8 block-2: SENP8 protease inhibitors, primary screen, biochemical, luminescence; Sentrin-specific protease 8 (Homo sapiens), Q96LD8; purified SENP8, Z-RLRGG-aminoluciferin cleavage; inhibition, % at 10 µM; 330,000 tested, 1.2% active; AID 2540, 2010; in the data active = inhibition above about 50%
SENP6 inh: SENP6 protease inhibitors, primary screen, biochemical, luminescence, uHTS; Sentrin-specific protease 6 (Homo sapiens), Q9GZR1; Recombinant SENP6 catalytic domain, aminoluciferin luminescence; inhibition, % at 10 µM; 330,000 tested, 1.8% active; AID 2599, 2010;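 active = inhibition above about 50% at the single tested dose, limit read from the data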;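 also: plate controls were DMSO wells with enzyme for no effect and DMSO wells lacking enzyme for full effect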
Target sequence (Q9GZR1 628-1112 limits assumed): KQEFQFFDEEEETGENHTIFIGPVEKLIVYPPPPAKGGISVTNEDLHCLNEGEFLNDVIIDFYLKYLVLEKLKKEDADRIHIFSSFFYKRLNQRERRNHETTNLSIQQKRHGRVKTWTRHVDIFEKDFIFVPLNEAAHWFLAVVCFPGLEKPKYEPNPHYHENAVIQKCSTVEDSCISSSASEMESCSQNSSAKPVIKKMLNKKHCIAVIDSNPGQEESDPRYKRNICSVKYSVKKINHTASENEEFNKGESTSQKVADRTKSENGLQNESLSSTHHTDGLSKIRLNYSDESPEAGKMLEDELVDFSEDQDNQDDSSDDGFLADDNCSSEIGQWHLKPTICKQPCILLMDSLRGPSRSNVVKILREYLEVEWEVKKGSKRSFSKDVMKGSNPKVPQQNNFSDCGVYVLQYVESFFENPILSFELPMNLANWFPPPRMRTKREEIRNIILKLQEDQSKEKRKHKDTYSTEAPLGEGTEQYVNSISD
* hit, by the source's call; x = no result given.

SMILES | SENP7 block | PfG6PD inh | SENP8 block-1 | NALP3 yeast inh | SENP1 FRET inh | HKDC1 inhibitor | Apaf-1 inh | SENP8 block-2 | SENP6 inh
O=C(CS(=O)(=O)Cc1ccccc1)N1CCc2ccccc21 | -20 | -6 | 7 | 14 | 0 | 2 | 8 | -8 | -14
Cc1ccc2cc3cc(C(=O)NCCCN4CC(C)CC(C)C4)oc3nc2c1 (stereo not drawn) | 8 | -7 | -421 | -11 | -6 | 6 | 0 | 4 | 1
CNC(=S)NN=C(C)CCCC(C)=NNC(=S)NC | x | 21 | 10 | x | 0 | 1 | x | x | x
COc1cnc(SCC(=O)O)[nH]c1=O | -2 | 2 | 18 | 6 | 2 | 0 | 1 | -3 | -13
O=C1CC(/C=C/c2ccncc2)=Nc2ccccc2N1 | -1 | -2 | 7 | -1 | -3 | 4 | 6 | -11 | -2
COc1cccc(CN2CCN(Cc3cc(OC)c(OC)c(OC)c3)CC2)c1OC | 4 | 5 | 10 | 5 | 3 | -4 | -3 | 5 | -20
COc1ccccc1C(=O)NC(=O)CSc1nnc(SC)s1 | -5 | 7 | 11 | 21 | 2 | 2 | -4 | 3 | -14
CCN(CC)C(=O)CSc1nnc(-n2nc(C)cc2C)c2ccccc12 | 5 | 7 | 10 | -6 | -1 | 12 | -22 | -5 | -4
Cc1ccc(C)n1-c1nnc(N2CCC(C(=O)NCCCN3CC(C)CC(C)C3)CC2)s1 (stereo not drawn) | -9 | 6 | 6 | 14 | -3 | -2 | -402 | -17 | -16
COC(=O)c1ccc2c(c1)N(Cc1ccccc1F)C(=O)c1ccccc1S2=O (stereo not drawn) | -14 | -3 | -2 | 12 | -1 | -1 | 6 | -20 | 2
CCNc1nnc(SCC(=O)N2c3ccccc3NC(=O)CC2C)s1 (stereo not drawn) | 8 | 8 | 11 | 19 | 2 | -6 | -7 | 3 | -5
CC1(C)N=C(N)N=C(N)N1c1ccc(OCCCOc2ccccc2)c(Cl)c1 | x | -6 | 16 | x | -1 | -8 | x | x | x
CCS(=O)(=O)C1=NN2C(=N)/C(=C\c3ccc(OC(=O)c4ccco4)c(Br)c3)C(=O)N=C2S1 | 1 | x | x | -18 | x | x | 7 | 20 | 22
O=C([C@@H]1CCCN1C(=O)c1cccs1)N1CCN(S(=O)(=O)c2cccc(F)c2)CC1 | -3 | 6 | 12 | 9 | 0 | 3 | 11 | 2 | 2
C/C(CC(=O)Nc1ccc2c(c1)OCCO2)=N\NC(=O)COc1cccc(C)c1 | -5 | -3 | -1 | 11 | 0 | -4 | 6 | 4 | -9
COc1cc(C(=O)Nc2ccc(Cl)c([N+](=O)[O-])c2)cc(OC)c1OC | -2 | -4 | 5 | 3 | 1 | 11 | 4 | -11 | -12
CC(C(=O)Nc1ccccc1C(=O)N1CCOCC1)N(c1ccc(Cl)cc1)S(C)(=O)=O (stereo not drawn) | -8 | -16 | -1 | -8 | 3 | -2 | 6 | 1 | 1
COc1ccc(-c2cc3cc(OC)c(OC)cc3c(C)n2)cc1 | 17 | 11 | -180 | 23 | -1 | 3 | -13 | -6 | -16
Cc1ccc(C(CC(=O)NCCCN(C)C)c2ccc(OC(C)C)cc2)cc1 (stereo not drawn) | 9 | 2 | 14 | 10 | 0 | -3 | -6 | -1 | -12
O=C(c1cccc(S(=O)(=O)N2CCc3ccccc32)c1)N1CCCC(C(F)(F)F)C1 (stereo not drawn) | -12 | 1 | 5 | 7 | 3 | 1 | 16 | -4 | -6
Cc1cccc(Cc2c(C)nc3c(C(=O)NCc4ccco4)cnn3c2C)c1 | -5 | -11 | -347 | 9 | -4 | 16 | 15 | -1 | -13
CCn1c(N2CCN(C(=O)NC3CCCCC3)CC2)nc2ccccc21 | -6 | 8 | 31 | 12 | 1 | 1 | 3 | -4 | -18
CCOC(=O)c1nnn(-c2nonc2N)c1COc1ccccc1 | -4 | -16 | 24 | -12 | 1 | -5 | 3 | -9 | -19
Cc1[nH]nc2c1/C(=N/O)CC(c1ccccc1)C2 (stereo not drawn) | -7 | 11 | 3 | -1 | 1 | 0 | -6 | -4 | -10

Of the compounds above, these contain a Cl atom:
SMILES | SENP7 block | PfG6PD inh | SENP8 block-1 | NALP3 yeast inh | SENP1 FRET inh | HKDC1 inhibitor | Apaf-1 inh | SENP8 block-2 | SENP6 inh
CC1(C)N=C(N)N=C(N)N1c1ccc(OCCCOc2ccccc2)c(Cl)c1 | x | -6 | 16 | x | -1 | -8 | x | x | x
COc1cc(C(=O)Nc2ccc(Cl)c([N+](=O)[O-])c2)cc(OC)c1OC | -2 | -4 | 5 | 3 | 1 | 11 | 4 | -11 | -12
CC(C(=O)Nc1ccccc1C(=O)N1CCOCC1)N(c1ccc(Cl)cc1)S(C)(=O)=O (stereo not drawn) | -8 | -16 | -1 | -8 | 3 | -2 | 6 | 1 | 1

Following part
SMILES | SENP7 block | PfG6PD inh | SENP8 block-1 | NALP3 yeast inh | SENP1 FRET inh | HKDC1 inhibitor | Apaf-1 inh | SENP8 block-2 | SENP6 inh
Cc1cc(C(=O)OCC(=O)Nc2ccccc2Cl)c(C)o1 | -5 | -15 | 2 | 6 | 1 | -6 | -7 | -2 | 6
Cc1ccc(NC(=O)COC(=O)Cc2csc(-c3ccc(Cl)cc3)n2)cc1C | x | 3 | 12 | x | 0 | -5 | x | x | x
CCOC(=O)N1CCN(c2cc(C)c([N+](=O)[O-])cc2F)CC1 | 6 | -4 | 14 | 4 | 3 | -8 | 4 | 0 | -4
COc1cccc(CN(C)C(=O)CCNC(=O)c2ccc(Br)cc2)c1 | -3 | 0 | 6 | 13 | 0 | -1 | 22 | -11 | 3
O=C(/C=C/c1ccc([N+](=O)[O-])cc1)NCc1ccc2c(c1)OCO2 | 7 | 6 | 16 | 9 | 2 | -9 | 7 | -1 | -7
O=C(C1CC(=O)N(c2ccc3c(c2)OCCO3)C1)N1CCN(Cc2ccccc2F)CC1 (stereo not drawn) | 7 | 2 | 3 | 13 | 2 | -3 | -10 | 3 | 9
CN[C@H](C)C(=O)NC[C@H]1O[C@@H](n2cnc3c(N)ncnc32)[C@H](O)[C@@H]1O | -8 | -4 | 12 | x | 0 | -7 | 12 | x | x
COc1ccc(CCN2CC34C=CC(O3)C(C(=O)NCc3ccccc3Cl)C4C2=O)cc1OC (stereo not drawn) | 5 | 6 | 47* | 7 | -1 | -5 | 1 | 2 | 4
Cc1ccccc1CSCCNC(=O)CCSc1ccccc1 | 11 | -11 | 6 | 16 | 1 | 1 | 19 | -2 | 8
COc1ccc(C2C(C#N)=C(N)Oc3cccc(O)c32)cc1 (stereo not drawn) | 14 | -2 | -11 | 3 | -24 | -2 | -1 | -11 | 8
COc1ccc([C@H]2CC(=O)C=C(c3cc(C)ccc3F)C2)cc1 | -1 | 4 | 11 | 25 | 1 | -3 | 17 | 3 | 2
Brc1ccc(-c2nnc(-c3cccnc3)c3conc23)cc1 | -6 | 2 | x | 31 | x | 16 | 27 | -2 | 1
O=S(=O)(c1ccccc1)c1nc(Nc2cccc(O)c2)sc1Cl | -6 | 3 | 5 | 10 | 0 | -8 | 10 | -18 | -7
CC1(C)NC(=O)N(CC(=O)OCC(=O)N2CCN(S(=O)(=O)c3ccccc3)CC2)C1=O | -8 | -2 | 6 | 14 | 2 | 0 | -3 | 7 | 7
Cc1cc(C)c(OCCN(C)C)c(Cl)c1 | -8 | -3 | 18 | -7 | 2 | -1 | -6 | -7 | -33
COc1ccccc1-n1nc(C)c(-c2ccccc2)c1N | 1 | 7 | 6 | 8 | 2 | -4 | -4 | -2 | 7
COc1cccc(C2=CC(=O)CC(C)(C)C2)c1 | -1 | 3 | -7 | 9 | 2 | 3 | 1 | 5 | -6
O=C(NCc1ccco1)Nc1ccc(OC(F)(F)F)cc1 | -15 | 1 | 7 | 41 | 0 | 3 | 10 | -12 | -9
Cc1ccc(-c2[nH]ncc2/C=N/n2c(C)nc3ccccc3c2=O)cc1 | 2 | 25 | 9 | 18 | 0 | 0 | 1 | 0 | 6
CC1CCN(C(=O)COc2ccc(Nc3ccccc3)cc2)CC1 | 3 | 15 | -7 | 9 | -1 | 4 | 14 | -2 | 3
O=C(O)/C(=C\c1ccccc1OC(F)F)Sc1nnc(-c2ccc(F)cc2)o1 | -2 | -27 | 25 | -22 | 4 | 5 | 4 | 7 | -13
CCCCCCCCNC(=O)c1ccc(C)cc1 | 4 | x | x | 45 | x | x | 14 | 1 | 4
O=C(OCc1ccccc1)N1CCC2CC1c1cc(-c3ccccc3)ccc12 (stereo not drawn) | x | 6 | 6 | x | 1 | 1 | x | x | x
O=C(O)C1Cc2[nH]cnc2C(c2cccc([N+](=O)[O-])c2)N1 (stereo not drawn) | -1 | 11 | 26 | 14 | 0 | 2 | 1 | -11 | 7
c1ccc2nc(N3CCOCC3)cnc2c1 | 5 | -8 | -320 | -3 | -15 | 0 | 1 | 3 | -3
CCN1C[C@@H]2[C@@H]3C(=O)N(C)C(=O)[C@@H]3[C@](C)(C1=O)N2C(=O)c1ccc(F)cc1 | x | -6 | 2 | x | 2 | -5 | x | x | x
Cc1ccc(-c2cc(C(=O)NCCN3CCOCC3)c3ccccc3n2)o1 | -3 | 1 | -378 | 16 | -14 | -2 | 2 | 5 | -10
Cc1ccnc2nc(C(=O)N3CCN(S(=O)(=O)c4ccccc4)CC3)nn12 | 12 | -16 | 14 | 1 | -1 | -7 | -2 | 1 | 21
O=C(NCC1CC1)c1cc([N+](=O)[O-])cc([N+](=O)[O-])c1 | 10 | 6 | 13 | 15 | 2 | 1 | 1 | 6 | 25
CCN(CC)CCOC(=O)c1ccccc1Br | -6 | -10 | 12 | 6 | 2 | -6 | 8 | -2 | -15
Cc1ccc(CNC(=O)C2C3C=CC4(CN(Cc5cccnc5)C(=O)C24)O3)cc1 (stereo not drawn) | 4 | 1 | 15 | 7 | 1 | -7 | -3 | -3 | -2
O=C(c1cc(=O)c2cc(Cl)ccc2o1)N1CCN(Cc2ccccc2)CC1 | -6 | 0 | 11 | 15 | 3 | 1 | 4 | 1 | -8
CCc1ccc(Oc2ncnc(N)c2[N+](=O)[O-])cc1 | 9 | 6 | 14 | 19 | 1 | -2 | -8 | 8 | 1

Molecules above with a CF3 group (2):
SMILES | SENP7 block | PfG6PD inh | SENP8 block-1 | NALP3 yeast inh | SENP1 FRET inh | HKDC1 inhibitor | Apaf-1 inh | SENP8 block-2 | SENP6 inh
O=C(c1cccc(S(=O)(=O)N2CCc3ccccc32)c1)N1CCCC(C(F)(F)F)C1 (stereo not drawn) | -12 | 1 | 5 | 7 | 3 | 1 | 16 | -4 | -6
O=C(NCc1ccco1)Nc1ccc(OC(F)(F)F)cc1 | -15 | 1 | 7 | 41 | 0 | 3 | 10 | -12 | -9

Compound activity (PubChem BioAssay)
